TbMetRS inhib: T. brucei MetRS inhibitors, primary screen, biochemical, luminescence. AID 624268, 2012. purified T. brucei MetRS, ATP depletion, Kinase-Glo luminescence. inhibition, % at 11.9 µM. methionyl-tRNA synthetase (Trypanosoma brucei brucei). hit rate 0.4% among 360,000;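 active = inhibition above a per-plate cutoff of the control wells' mean inhibition plus 3 SD, cut at about 5.5% in these data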;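 note: 0% = DMSO wells median and 100% = median of wells with control inhibitor compound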
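Measured by: Kinase-Glo luciferase luminescence reporting remaining unconsumed ATP. Material: purified T. brucei MetRS enzyme. Doses: 11.9 µM compound single dose, 0.9% DMSO. Medium: HEPES buffer containing pyrophosphatase, BSA, spermine, DTT. Times: 15 min preincubation, 2 h reaction, all 25 °C. Reagent: methionine, ATP and bulk E. coli tRNA.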
MsrA act: bovine MsrA enzyme activators, primary screen, biochemical, absorbance, HTS. hit rate 0.3% among 360,000. activation, % at 10.6 µM. AID 602163, 2012. Methionine sulfoxide reductase A (Bos taurus). purified bovine MsrA, absorbance read-out; in the data active = activation above about 7.5%;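 note: 0% = vehicle and 100% = reference activator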
MsrA inh: bovine MsrA enzyme inhibitors, primary screen, biochemical, absorbance, HTS. purified bovine MsrA, absorbance read-out. hit rate 0.75% among 360,000. AID 651718, 2012. inhibition, % at 15.5 µM. Methionine sulfoxide reductase A (Bos taurus); in the data active = inhibition above about 4.5%;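 note: 0% = vehicle wells with enzyme and 100% = reference inhibitor wells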
SUMO1-SIM PPI: modulators of SUMO1 protein-protein interactions, primary screen, biochemical, uHTS; hit rate 0.33% among 360,000; AID 602429, 2012; inhibition, % at 20 µM; SUMO1 binding to a labelled peptide, TR-FRET, 1 h; in the data active = inhibition above about 37%
STEP block: STEP phosphatase inhibitors, primary screen, biochemical, fluorescence intensity, uHTS; recombinant STEP, OMFP fluorogenic substrate; inhibition, % at 20 µM; hit rate 0.25% among 360,000;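 active = inhibition at 20 µM, scaled per plate between control wells, above about 37%, limit read from the data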;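 note: 0% = DMSO with enzyme and substrate and 100% = substrate only without enzyme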
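Material: STEP (striatal-enriched tyrosine phosphatase) enzyme, cell-free; Compound dosing: 20 µM single dose in 1% DMSO; Technique: fluorescence read at 480 nm ex / 540 nm em; Times: reaction 20 min, ambient temperature; Medium: 50 mM Bis-Tris pH 6.0 with 2.5 mM DTT and 0.005% Tween 20; Also added: OMFP at 25 µM.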
CendR NRP1 mod: modulators of CendR peptide binding to NRP-1, primary screen, biochemical, fluorescence polarization, uHTS; hit rate 0.85% among 360,000; inhibition, % at 25 µM; FAM-RPARPAR peptide binding to NRP-1; Neuropilin-1 (Homo sapiens), O14786; AID 602438, 2012;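 active = inhibition or corrected inhibition above about 18%, plus a signal ratio from 0.5 to 1.5, limit read from the data, passing the limit was not always enough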; note: strong numbers were not always called active
Target sequence (O14786 whole entry, looked up): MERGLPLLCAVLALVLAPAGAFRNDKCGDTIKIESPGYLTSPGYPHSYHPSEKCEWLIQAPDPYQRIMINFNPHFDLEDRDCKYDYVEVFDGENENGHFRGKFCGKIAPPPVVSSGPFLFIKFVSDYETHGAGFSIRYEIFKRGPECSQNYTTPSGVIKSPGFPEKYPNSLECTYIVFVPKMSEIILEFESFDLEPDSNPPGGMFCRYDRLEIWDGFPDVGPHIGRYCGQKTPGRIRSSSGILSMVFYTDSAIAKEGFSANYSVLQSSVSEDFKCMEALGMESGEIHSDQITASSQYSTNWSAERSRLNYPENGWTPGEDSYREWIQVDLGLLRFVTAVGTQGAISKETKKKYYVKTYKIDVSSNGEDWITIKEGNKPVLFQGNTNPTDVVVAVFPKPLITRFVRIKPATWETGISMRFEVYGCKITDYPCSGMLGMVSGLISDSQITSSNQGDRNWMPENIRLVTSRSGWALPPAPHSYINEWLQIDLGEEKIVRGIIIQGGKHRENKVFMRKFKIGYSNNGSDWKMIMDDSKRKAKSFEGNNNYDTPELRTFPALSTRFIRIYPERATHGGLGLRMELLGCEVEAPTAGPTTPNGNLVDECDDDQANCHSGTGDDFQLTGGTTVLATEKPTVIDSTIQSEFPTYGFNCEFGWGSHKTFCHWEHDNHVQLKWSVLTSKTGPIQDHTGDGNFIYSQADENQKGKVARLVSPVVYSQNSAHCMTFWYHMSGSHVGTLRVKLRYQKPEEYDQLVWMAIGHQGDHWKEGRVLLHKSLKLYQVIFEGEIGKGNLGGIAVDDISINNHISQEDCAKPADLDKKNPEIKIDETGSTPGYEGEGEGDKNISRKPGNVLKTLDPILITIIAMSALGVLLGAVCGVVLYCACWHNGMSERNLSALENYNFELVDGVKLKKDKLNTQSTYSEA
LMPTP block: LMPTP phosphatase inhibitors, primary screen, biochemical, fluorescence intensity, uHTS | Low molecular weight phosphotyrosine protein phosphatase (Homo sapiens), P24666 | hit rate 0.22% among 360,000 | inhibition, % at 20 µM | recombinant LMPTP-A, OMFP fluorogenic substrate;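 active = compounds that cut the enzyme signal by at least half of the control window in the single-dose screen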;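 note: plate controls were DMSO wells with enzyme plus substrate for no effect and substrate without enzyme for full effect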
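material = LMPTP-A | quantity = 0.625 nM enzyme | reagent = OMFP substrate, 400 µM final | buffer or medium = Bis-Tris pH 6.0, DTT, detergent | detection = endpoint fluorescence intensity from OMFP dephosphorylation | dosing = single 20 µM dose | read-out basis = % inhibition relative to no-enzyme and uninhibited control wells | control set = no-enzyme and uninhibited controls | timing = 50 min at room temperature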
DNMT1 inh: human DNMT1 methyltransferase inhibitors, primary screen, biochemical, molecular beacon, fluorescence, HinP1I cleavage, uHTS. DNA (cytosine-5)-methyltransferase 1 (Homo sapiens), P26358. AID 588458, 2011. inhibition (reported as % activation of signal), % at 10 µM. hit rate 0.83% among 360,000; in the data active = inhibition above about 50%
E coli Lon inh: inhibitors of E. coli Lon protease, primary screen, biochemical, fluorescence polarization; purified E. coli Lon protease; inhibition, % at 7.94 µM; hit rate 0.42% among 360,000; AID 602123, 2011; in the data active = inhibition above about 13%, passing the limit was not always enough;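 note: 0% = enzyme with probe and DMSO and 100% = no enzyme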
Scp1 inh: Scp-1 phosphatase inhibitors, primary screen, biochemical, colorimetric, uHTS | hit rate 0.88% among 340,000 | Recombinant Scp1, phosphopeptide, malachite green phosphate absorbance | Carboxy-terminal domain RNA polymerase II polypeptide A small phosphatase 1 (Homo … | AID 493091, 2011 | inhibition, % at 20 µM;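 active = inhibition above about 50% at 20 µM, limit read from the data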;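 note: plate controls were DMSO wells with enzyme for no effect and wells lacking enzyme for full effect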
Target sequence (Q9GZU7 76-261 limits assumed): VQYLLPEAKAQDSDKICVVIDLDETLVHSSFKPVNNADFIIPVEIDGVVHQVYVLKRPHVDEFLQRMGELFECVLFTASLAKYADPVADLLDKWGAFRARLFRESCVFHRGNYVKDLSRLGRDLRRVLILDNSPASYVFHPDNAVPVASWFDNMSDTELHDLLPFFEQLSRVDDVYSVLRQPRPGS
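System: truncated SCP-1 phosphatase (76-261aa); medium: Tris acetate buffer pH 5.5 with MgCl2 and Tween-20; incubation: 45 min room-temperature reaction, 5 min colour, 30 min stabiliser; compound: single 20 µM dose, 1% DMSO; reagent: Phosphorylated 17-residue peptide substrate; read-out: % inhibition at 20 µM; technique: colorimetric free-phosphate detection, absorbance 630 nm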
The depositor's hits bear a star; · = no result given.

SMILES	TbMetRS inhib	MsrA act	MsrA inh	SUMO1-SIM PPI	STEP block	CendR NRP1 mod	LMPTP block	DNMT1 inh	E coli Lon inh	Scp1 inh
CC(=O)Nc1ccc(NC(=O)COC(=O)CCNS(=O)(=O)c2c(Cl)cccc2Cl)cc1	-0.5	-1.4	1.0	-4.5	-2.0	12.2	0.2	0.3	6.2	-2.0
O=C(Nc1cccc(Br)c1)c1ccc2c(c1)SC1=NS(=O)(=O)CCN12	-0.5	-8.2	-1.1	14.2	2.9	0.8	2.3	-5.1	9.1	8.5
CCOC(=O)N1CCN(c2c(NCCOC)c(=O)c2=O)CC1	0.0	-1.9	1.0	-1.3	-2.8	-5.2	-0.7	4.0	-10.8	3.5
O=C(NCC1CCCO1)c1ccc(N2CCCCC2)c([N+](=O)[O-])c1 (centres undefined)	-0.4	-3.8	0.8	-30.2	0.3	9.7	-0.1	1.3	-0.1	-3.5
Brc1ccc(-c2c(-c3ccsc3)sc3ccccc23)cn1	-0.3	-3.8	1.9	5.7	0.4	6.5	2.1	3.5	11.4	-8.6
CC(C)Oc1ccc(C(=O)NCc2ccco2)cc1	-0.2	-3.6	-0.4	1.9	0.7	19.9	-1.1	0.8	-12.8	-7.0
O=S(=O)(Nc1ncccn1)c1ccc(Nc2ncnc3ccccc23)cc1	2.4	2.4	1.7	2.4	1.0	-11.4	-0.5	-0.3	19.6*	-6.8
CN1CCN(C(=O)C(=O)c2cn(CC(=O)N3CCCC3)c3ccccc23)CC1	0.5	-3.9	3.0	16.9	4.1	6.4	-0.7	1.1	-1.7	-4.5
Cc1cc(SCC(=O)N2c3ccccc3NC(=O)CC2C)nc2ccccc12 (centres undefined)	-0.4	-1.5	0.2	-5.0	-1.4	-5.7	-0.7	-7.0	2.5	·
Cc1ccc(C(=O)N[C@H](C(=O)NC2CCCCC2)C(C)C)cc1	-0.1	-3.9	1.1	3.3	-0.4	-5.6	-0.4	4.0	-10.3	-10.4
O=C(CN1CCOCC1)NCC12CC3CC(CC(C3)C1)C2	0.3	-6.0	-1.2	-1.6	-1.9	4.4	-0.7	6.5	-5.7	-2.0
COC(=O)CN1C(=O)N/C(=C/c2ccc(OC)cc2)C1=O	-0.7	-2.2	2.3	-20.4	-0.3	-3.5	-1.7	5.2	2.8	-0.8
CC(C)(C)n1[nH]c2c3c(ccc2c1=O)C(=O)c1ccccc1C3=O	0.4	2.8	0.7	-17.1	7.1	10.1	-0.5	1.3	-9.6	-0.3
COC(=O)c1cc(-c2ccc(OC)cc2F)nc2nc(SC)[nH]c(=O)c12	-0.7	-2.0	4.3	-5.5	0.5	0.0	-0.6	1.4	-1.5	1.4
CCCCNC(=O)CSc1nc2ccccc2c(=O)n1Cc1ccc2c(c1)OCO2	0.0	-5.3	-0.2	-2.6	-1.6	7.3	-1.6	8.9	-7.5	-4.6
CCCCC(=O)Nc1sc2c(c1C#N)CC(C)(C)OC2	0.7	-2.1	-0.6	2.5	1.3	-5.9	-0.2	2.3	-20.6	-7.8
C=CCn1c(=N)n(CC(O)COc2ccccc2OC)c2ccccc21 (centres undefined)	0.1	-2.2	1.1	2.9	-3.0	5.4	-0.8	2.7	-9.6	-1.2
CC(Sc1nc(-c2ccccc2)cc(C(F)(F)F)n1)C(=O)NCc1ccco1 (centres undefined)	-0.2	-4.1	-0.1	-0.7	1.6	-10.7	0.4	0.3	-5.9	-6.1
COc1ccc(OCCN2CCC(C(=O)NC(c3ccc(F)cc3)c3ccc4ccccc4n3)CC2)cc1 (centres undefined)	-0.3	-2.5	-0.4	-4.4	0.7	-17.2	0.6	-7.4	24.4*	·
Cc1ccc(NC(=O)CSc2nc3ccccc3c(=O)n2CCCN2CCCCC2)cc1C	0.0	2.8	0.2	-2.7	7.3	-9.2	0.8	-2.9	-7.0	0.4
COc1ccc(S(=O)(=O)NCc2ccccn2)cc1C	-0.4	-3.1	-0.1	1.2	-4.0	-14.6	0.4	4.7	-5.8	·
CCn1nc(C(=O)OC2CCOC2=O)c2ccccc2c1=O (centres undefined)	-0.6	-4.0	-0.1	-0.8	-3.4	4.3	-0.3	4.4	-2.4	-0.4
NC(=O)COC(=O)c1cc(-c2cccs2)nn1-c1ccccc1	-0.2	-2.9	-1.2	-0.9	1.6	8.3	-0.2	-0.7	7.2	-3.4
CC(C)(C)SCCNC(=O)/C=C/c1ccc(F)cc1	0.0	-0.6	0.0	-2.7	1.1	-9.3	-2.1	0.8	-9.5	-4.6
CC1CN(C(=O)c2cn3ccccc3n2)CC(C)O1 (centres undefined)	-0.9	-9.7	-0.6	-3.4	1.0	1.3	-0.8	2.7	-4.4	3.4
S=c1[nH]c2ccc(Cl)cc2s1	-0.2	6.6	-0.4	7.2	-3.7	-4.6	-1.7	-2.4	6.3	-1.3
O=C(Nc1cc(Cl)ccc1-n1cncn1)c1cc(F)c(F)c(F)c1F	-0.4	-1.4	-1.2	-2.6	2.7	-0.3	-0.6	-1.1	7.7	-6.6
COc1ccc(Cl)cc1C(=O)NN=C1CCCC1	2.5	-9.3	0.8	-1.0	-0.3	-2.7	-0.4	-0.4	5.9	-5.1
Cc1ccccc1NS(=O)(=O)c1cc(C(=O)Nc2cccc(N(C)S(C)(=O)=O)c2)ccc1C	1.2	0.8	0.5	4.6	-1.9	2.9	0.7	-8.9	-7.4	-10.5
CN(C)S(=O)(=O)c1cccc(C(=O)NCc2cccs2)c1	-1.4	-2.2	-0.1	-1.1	-3.4	21.7	-1.5	2.1	0.5	-13.1
O=[N+]([O-])c1ccc(/C=N/n2c(CO)nc3ccccc32)s1	-0.7	3.8	1.4	-13.4	-3.3	1.6	0.2	-16.1	-13.7	-7.8
COC(=O)NCC12CC3CC(C1)CC(CNC(=O)OC)(C3)C2	-1.9	-5.2	0.5	0.4	2.9	-1.3	-1.0	-0.6	-0.5	-0.2
CNc1ncnc2c1ncn2[C@H]1CN(CCc2ccccc2)C[C@@H](CO)O1	-0.2	-1.3	0.8	0.9	1.0	0.5	-0.7	-0.3	3.4	·
CC1CCN(S(=O)(=O)c2cccc(C(=O)O)c2)CC1	-1.1	-5.8	-1.1	1.9	-0.6	-2.1	-2.0	0.5	-3.7	5.2
CCOc1ccc2nc(NC(NC(C)=O)(C(=O)OC)C(F)(F)F)sc2c1 (centres undefined)	-0.4	-8.2	0.8	1.3	5.4	-2.6	0.0	28.6	-1.7	-1.8
C/C(=N\NC(=O)c1c(Cl)c(C)nn1C)c1ccc(NC(=O)c2ccncc2)cc1	-0.4	-4.1	1.3	0.9	4.3	1.5	-1.6	-5.5	-5.1	-0.9
CCOc1ccccc1C=Nc1ccccc1C(=O)Nc1ccccc1	-0.1	-3.7	-0.6	3.5	1.9	-0.4	-1.3	-1.4	-8.0	-5.2
Cc1ccccc1NS(=O)(=O)c1csc(C(N)=O)c1	-0.1	-1.5	1.1	2.2	-0.5	1.9	-1.6	0.5	0.6	-6.8
CCCN(CCC)CCNC(=O)CCC(=O)Nc1ccc2nc(N3CCOCC3)cc(C)c2c1	2.6	-2.1	2.7	-1.6	0.5	4.6	3.7	3.2	0.7	-5.7
CC1CCCCN1S(=O)(=O)c1ccc(NC(=O)c2ccco2)cc1 (centres undefined)	-0.5	-1.7	0.2	2.4	-1.2	-8.5	-0.2	-4.3	-5.5	-8.4

Full records, looked up by structure. Order of screens: TbMetRS inhib | MsrA act | MsrA inh | SUMO1-SIM PPI | STEP block | CendR NRP1 mod | LMPTP block | DNMT1 inh | E coli Lon inh | Scp1 inh
`CCn1nc(C(=O)OC2CCOC2=O)c2ccccc2c1=O` (centres undefined) reads -0.6 | -4.0 | -0.1 | -0.8 | -3.4 | 4.3 | -0.3 | 4.4 | -2.4 | -0.4
`O=[N+]([O-])c1ccc(/C=N/n2c(CO)nc3ccccc32)s1` reads -0.7 | 3.8 | 1.4 | -13.4 | -3.3 | 1.6 | 0.2 | -16.1 | -13.7 | -7.8

Additional compounds follow.
SMILES	TbMetRS inhib	MsrA act	MsrA inh	SUMO1-SIM PPI	STEP block	CendR NRP1 mod	LMPTP block	DNMT1 inh	E coli Lon inh	Scp1 inh
CCOC(=O)c1ccc(N=C2SC(C(=O)NC)CC(=O)N2Cc2ccc(F)cc2)cc1 (centres undefined)	-0.5	1.8	0.2	6.3	-1.4	4.9	0.7	-0.9	9.0	-11.7
CCOC(=O)N/N=C/c1cccc(Cl)c1Cl	-0.1	-2.9	0.4	-7.1	-2.5	-14.6	-0.5	8.2	-9.3	-5.2
CC(=O)Nc1ccc(Nc2nc(-c3cc4ccccc4oc3=O)cs2)cc1	-0.7	-5.9	0.1	-3.1	5.6	-11.7	2.7	-5.5	-6.4	-0.8
Cc1cc(N/N=C/c2ccc3c(c2)OCO3)nc2ccccc12	-0.8	-4.4	1.8	-9.2	3.3	7.8	22.5	-2.9	0.3	-7.9
CCOC(=O)c1sc2ncn(/N=C/N(C)C)c(=O)c2c1C	-0.4	-4.7	2.2	-5.8	1.9	-20.3	-2.8	1.4	-4.3	-5.2
COc1ccc(N2C(=O)C3C4C=CC(CC4)C3C2=O)c([N+](=O)[O-])c1 (centres undefined)	-0.3	-4.7	0.9	-12.8	-4.3	9.6	-1.2	-0.6	-4.5	-5.6
O=C(Nc1ccc(OCC(=O)N2CCOCC2)cc1)c1ccccc1Cl	-0.3	-3.1	0.4	-6.5	0.2	5.0	-0.2	0.5	21.9*	-7.1
Cc1ccc(N(CC(N)=O)C2SC(=O)N(Cc3ccccc3)C2=O)cc1 (centres undefined)	-1.2	-0.5	0.4	0.5	-3.5	-1.0	0.7	-0.2	-2.7	-1.3
CC(C(=O)OCC(=O)Nc1cccc(S(=O)(=O)N2CCOCC2)c1)N1C(=O)c2ccccc2C1=O (centres undefined)	-0.8	-3.2	-1.7	-3.5	-3.4	2.4	-0.2	1.3	-3.2	-5.9
O=C(Cn1cnc2c(cnn2-c2ccc(F)cc2)c1=O)N1CCN(c2ccccc2F)CC1	-0.6	-10.1	0.3	-3.6	0.5	-1.5	-0.5	1.6	-4.2	-5.3

Screens: PubChem BioAssay, several laboratories
